HSP90 inh – HSP90 refolding inhibition in rabbit reticulocyte lysate; inhibition, % at 5.6 µM; AID 1789; 290,000 compounds, 0.91% hits; luciferase refolding luminescence, 3 h;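 active = inhibition above the screen-wide mean plus 3 SD, computed separately per campaign, cut at about 16% in these data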;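 also: 0% = DMSO wells and 100% = 60 µM geldanamycin wells; inhibitors lower the luminescence because luciferase stays unfolded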
HSF1 activator – increases HSF-1 driven luciferase reporter signal; NIH3T3-HGL HSF-1 luciferase reporter, MG132, 8 h; 100% = twice DMSO control signal; activation, % at 9 µM; 300,000 compounds, 1.7% hits;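 active = mean replicate activation of at least 50% with a set share of replicates each reaching 50%; inconclusive = only one of those two conditions met; inactive = mean below 50% and too few replicates reaching it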;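 also: 0% = median of the neutral control wells and 100% = twice that signal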
IEC-6 tox – IEC-6 cytotoxicity, counter-screen for KLF5 inhibitors; luminescence viability; AID 1825; 290,000 compounds, 0.78% hits; inhibition, % at 5 µM; in the data active = inhibition above about 22%;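 also: 0% = plate median of test compound wells and 100% = cytotoxic reference compound wells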
Platelet DG rel – platelet dense granule release activity; human platelet-rich plasma, SFLLRN dense granule ATP release, luminescence; inhibition, %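 (compounds screened at 7.5 µM in platelet-rich plasma)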; 300,000 compounds, 0.22% hits; AID 1663;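 active = mean replicate score, as percent of positive control, at or above 50; inconclusive = mean below 50 but at least one replicate at or above 50; inactive = mean and every replicate below 50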
KLF5 inh – inhibitors of KLF5 expression. DLD-1 KLF5 promoter-luciferase reporter, luminescence. inhibition, % at 5 µM. 290,000 compounds, 0.23% hits. AID 1700;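 active = inhibition above a per-plate limit of that plate's mean compound inhibition plus 3 SD, cut at about 60% in these data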;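 also: 0% = DMSO wells and 100% = LY294002 at 200 µM; higher means less KLF5 promoter-driven luciferase light; inactives centre near -14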
GSK3 alpha inh – blocks human GSK-3 alpha kinase. 320,000 compounds, 0.1% hits. P49840. ADP-Glo luminescence, 60 min. inhibition, % at 10 µM;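 in the data active = inhibition above about 50%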;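 also: GST-tagged GSK-3 alpha with peptide substrate and 25 µM ATP; 0% = DMSO neutral wells and 100% = GW8510 positive control wells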
Target sequence (P49840 whole entry, looked up): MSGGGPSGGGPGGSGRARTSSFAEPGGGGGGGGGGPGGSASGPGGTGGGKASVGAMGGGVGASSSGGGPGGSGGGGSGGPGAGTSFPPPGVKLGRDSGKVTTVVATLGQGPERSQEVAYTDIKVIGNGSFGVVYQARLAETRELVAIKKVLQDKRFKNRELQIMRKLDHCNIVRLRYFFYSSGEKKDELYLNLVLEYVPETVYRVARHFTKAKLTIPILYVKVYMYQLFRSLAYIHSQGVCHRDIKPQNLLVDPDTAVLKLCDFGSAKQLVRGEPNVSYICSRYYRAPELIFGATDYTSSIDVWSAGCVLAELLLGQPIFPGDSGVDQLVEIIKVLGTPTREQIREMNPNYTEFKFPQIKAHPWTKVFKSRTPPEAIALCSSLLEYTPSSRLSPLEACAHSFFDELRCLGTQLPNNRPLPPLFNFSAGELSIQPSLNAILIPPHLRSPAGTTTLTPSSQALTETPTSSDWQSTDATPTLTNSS
DYRK1A inh – inhibitors of rat Dyrk1A kinase; Q63470; ADP-Glo luminescence, NFATc1 peptide; inhibition, % at 12.5 µM; 310,000 compounds, 0.43% hits; in the data active = inhibition above about 50%;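 also: plate controls were vehicle with enzyme for no effect and no enzyme for full effect; many of its hits are not listed in these tables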
HSF1 inh – HSF1 inhibition | NIH3T3-HGL HSE-luciferase, MG132-induced, luminescence 8 h; active compounds read low | activity change, negative = inhibition, % at 7.5 µM (by protocol) | 300,000 compounds, 0.77% hits | AID 2098;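 active = more than half of replicate wells show activity change below -50%, luminescence cut by over half; inconclusive = some wells, but at most half, below -50%; inactive = no replicate well below -50%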;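 also: luciferase reports HSF-1 transcriptional activity via heat shock element; 0% = median of DMSO wells and -100% = zero luminescence signal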
aSyn 5UTR inh – MLPCN primary screen, SNCA 5' untranslated region; alpha-synuclein 5'UTR reporter, inhibitor activity; inhibition, % (tested at 7.5 µM); 300,000 compounds, 0.82% hits; in the data active = inhibition above about 60%; inconclusive = no clear call, values can overlap the other calls;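 also: H4 neuroglioblastoma cells stably carrying SNCA 5'UTR luciferase fusion; 0% = DMSO wells and 100% = positive control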
GSK3beta inhib – inhibitors of human GSK3beta kinase; P49841; GST-GSK3beta kinase, ADP-Glo luminescence, 60 min; active compounds read low; activity score (negative = inhibition), % at 10 µM; 300,000 compounds, 0.038% hits; AID 2097;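 active = more than half of replicate wells score below -50%, meaning over 50% inhibition versus plate controls; inconclusive = some replicates but at most half score below -50%; inactive = no replicate scores below -50%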;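 also: 0% = median DMSO wells and -100% = median GW8510 positive control wells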
Target sequence (P49841 whole entry, looked up): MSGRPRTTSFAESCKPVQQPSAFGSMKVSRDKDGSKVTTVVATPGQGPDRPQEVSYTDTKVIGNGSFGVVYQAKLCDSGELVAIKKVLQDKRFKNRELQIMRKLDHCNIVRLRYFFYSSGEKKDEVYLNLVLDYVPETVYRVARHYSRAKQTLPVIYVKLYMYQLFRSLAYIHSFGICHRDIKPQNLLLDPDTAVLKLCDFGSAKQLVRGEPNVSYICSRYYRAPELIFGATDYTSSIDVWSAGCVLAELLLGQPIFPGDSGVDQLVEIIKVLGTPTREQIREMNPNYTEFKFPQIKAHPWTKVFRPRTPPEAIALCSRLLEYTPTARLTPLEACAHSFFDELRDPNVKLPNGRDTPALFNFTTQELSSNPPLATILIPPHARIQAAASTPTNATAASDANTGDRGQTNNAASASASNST
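Test system: GST-tagged human GSK3beta kinase, cell-free; evaluation: activity score scaled between in-plate DMSO and GW8510 controls; measured by: ADP-Glo luminescence; incubation: 60 min reaction, RT; benchmarks: DMSO and 20 µM GW8510; reagent: peptide substrate plus 25 µM ATP (final); medium: Tris/MgCl2 kinase buffer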
* = called active by the depositor; ? = inconclusive; nt = no result given. Not all compounds are listed; rates above refer to the full screens.

SMILES	HSP90 inh	HSF1 activator	IEC-6 tox	Platelet DG rel	KLF5 inh	GSK3 alpha inh	DYRK1A inh	HSF1 inh	aSyn 5UTR inh	GSK3beta inhib
O=C(c1nc2nc(-c3ccc(Cl)cc3)cc(C(F)(F)F)n2n1)N1CCOCC1	-1	19	6	-16	-30	-2	2	-6	47	2
O=C(Nc1c(-c2ccccc2)nc2ccc(Cl)cn12)c1cccs1	-3	-11	-8	-2	-14	-2	2	0	4	0
O=C(COc1cccc2ccccc12)N/N=C/c1ccccc1OCc1ccc(C(=O)O)cc1	1	-3	2	-1	-23	5	3	2	-19	1
O=C(CCNC(=O)c1ccccc1)N/N=C/c1ccc([N+](=O)[O-])cc1	-4	2	-2	-5	10	0	-4	6	19	0
Cc1nc(C)c(C(=O)Nc2cccc(Cl)c2)o1	5	-3	7	-15	-31	-2	7	-1	-39	-2
O=C(O)COCC(=O)Nc1ccccc1-c1ccccc1	0	-1	-4	1	-33	0	-2	-7	3	-4
O=C(CNS(=O)(=O)c1cccs1)N1CCN(c2ccccn2)CC1	-1	-52	-2	-40	-23	-3	-2	-41	-36	5
O=C(CN1CCOCC1)Nc1cccc(S(=O)(=O)N2CCCCCC2)c1	2	6	0	1	-21	0	3	1	5	0
CSc1ccccc1OCc1cc(C(=O)N2CCC(c3ccncc3)CC2)no1	1	-17	12	-10	17	-1	2	4	-7	0
Cc1cc(Cl)c(S(=O)(=O)NCC2CCCO2)cc1OCC(N)=O (stereo not drawn)	0	nt	-2	nt	12	1	1	nt	nt	nt
CCOc1ccccc1/C=C/C(=O)c1ccc(Cl)cc1	4	69*	6	2	-8	0	-3	30	-80	-5
O=C(CNC(=O)c1cccs1)c1ccc(Cl)cc1	9	22	12	-3	-56	-3	2	34	-89	-2
Cc1[nH]c(=S)c(C#N)c(-c2ccco2)c1C(=O)N(C)C	0	-11	-12	-1	-6	-9	-4	-6	-8	1
COC(=O)Nc1ccc(S(=O)(=O)NNC(=O)c2c(O)c3ccccc3n(C)c2=O)cc1	2	-11	2	0	-28	1	-2	-2	26	1
Cc1ccc2nc(-c3ccc(O)cc3)oc2c1	5	27	1	19	-4	14	-4	9	33	nt
COC(=O)C1Sc2[nH]c(=O)sc2C(c2ccc(Cl)cc2)C1C(=O)OC (stereo not drawn)	0	9	7	-18	-36	-1	5	3	7	1
CC(C)(C)c1ccc(C(=O)NCC(=O)N2CCNC(=O)C2)cc1	0	-9	9	0	-14	-1	2	-5	10	-4
CCOc1cc(OCC)cc(C(=O)Nc2cccc(C(C)=O)c2)c1	-4	-2	1	1	-35	-1	11	0	-11	0
CCCCn1c(N)c(N(CCOC)C(=O)CC(NC(=O)c2ccccc2)c2ccccc2)c(=O)[nH]c1=O (stereo not drawn)	nt	-16	nt	8	nt	1	-3	2	-5	2
N#C/C(=C\c1cn(Cc2ccccc2C#N)c2ccccc12)C(=O)NCc1cccs1	-2	-6	1	0	-20	-2	nt	1	19	-1
CCOc1ccc(NC(=S)N2CCN(C/C=C/c3ccccc3)CC2)cc1	0	-11	0	17	-14	0	-1	-17	8	nt
Cn1c(=O)c2c(ncn2CC(=O)Nc2ccccc2Sc2ccccc2)n(C)c1=O	-1	4	5	0	-13	1	-1	-3	5	-3
CC(=NC1CCCC1)c1c(C)[nH]n(-c2nc3ccccc3s2)c1=O	19*	-43	1	0	72*	-1	1	-29	94*	0
COc1ccc(NC(=O)c2cccs2)cn1	1	11	0	-2	-14	-2	nt	8	-59	4
O=C(c1ccco1)N1CCN(C(=S)Nc2ccc(Br)cc2Cl)CC1	-3	18	-2	3	-23	0	5	-7	4	-1
O=C(Nc1nc2c(s1)CN(Cc1ccccc1)CC2)c1c(F)cccc1F	-1	21	0	-5	-29	2	nt	-1	-82	-4
Cc1c(/C=N\NC(=O)c2cccc(F)c2)cnn1C	7	-47	6	8	-83	-1	2	-32	-17	-6
CCOC(=O)c1cnc(-n2nc(C)cc2C)nc1Nc1ccc(N(C)C)cc1	3	6	2	-1	-16	1	4	-6	24	-2
O=C(CSc1nnc2c(n1)[nH]c1ccccc12)N1CCCCC1	11	-5	-5	0	-17	0	4	-7	-27	-3
Cc1ccc(CN2CCN(/N=C/c3ccco3)CC2)c(C)c1	-1	16	-3	4	15	-10	1	9	-11	0
CCOC(=O)CC(=O)CSc1ncnc2c1cnn2-c1ccccc1	-3	22	-4	2	-105	2	2	22	-105	5
CC(C)Cc1nc2oc3c(=O)[nH]cnc3c2c2c1CCC2	1	-45	-11	-3	16	0	-5	-29	38	4
CC1(C)Cc2c(cnn2-c2ccc(F)cc2)C(NC(=O)CN2CCCCC2=O)C1 (stereo not drawn)	3	5	0	-7	-13	2	0	-1	-16	1
C/C(CC(=O)Nc1ccccc1[N+](=O)[O-])=N\NC(=O)COc1ccccc1C	0	5	0	2	12	-3	4	-4	-17	2
Cc1cccc(C(=O)NCC(=O)N(C)CC(=O)Nc2ccc(N3CCOCC3)cc2)c1	1	-6	5	7	-21	-1	-2	-4	-5	0
Cc1ccc(-n2nc(C)c3c(C)c(CCC(=O)O)c(C)nc32)cc1C	0	-9	2	-5	-28	-3	2	-6	-1	1
COc1ccc(CNC(=O)c2cccnc2SC)cc1OC	-2	1	3	1	-3	-1	-3	-6	28	-6
COc1ccc(CC(=O)Nc2ccc(S(=O)(=O)Nc3cc(C)on3)cc2)cc1	4	0	4	2	-34	0	-1	3	29	-2
C=CCNc1nc(NC(C)(C)CO)nc(OC)n1	0	0	-2	-2	7	-2	-3	-11	10	0
COc1cc(OC)cc(C(=O)Nc2cccc3c2CCCC3)c1	1	24	2	-6	-3	1	11	10	4	-1
CC(=O)Nc1ccc(NCC(=O)c2ccccc2)cc1	-1	3	-13	10	-42	3	1	3	5	0
Cc1ccc(NS(=O)(=O)c2ccc(Cl)c(C(=O)O)c2)cc1S(=O)(=O)N1CCOCC1	1	-5	-3	-4	-8	-4	-5	0	21	-3
CSc1sc(C(=O)N2CCCCC2)c(-c2cccs2)c1C#N	3	1	4	-10	-14	-1	9	-3	-17	1
CCOc1ncccc1C(=O)NCC1COc2ccccc2O1 (stereo not drawn)	1	nt	-6	0	-24	12	-1	nt	38	-2
CC(C)(CC(=O)O)CC(=O)Nc1ccc2c(c1)ncn2CCc1ccccc1	-1	1	-10	2	-7	-3	-1	4	-6	1
Cc1ccc(Oc2ccc(Cl)cc2NC(=O)c2cnccn2)cc1	1	14	2	-8	-20	-1	1	4	35	1
COc1ccccc1CNC(=O)COC(=O)c1cnccn1	1	10	-1	-6	-25	-3	5	-1	3	-7
COc1cc(C2C(C#N)=C(C)NC3=C2C(=O)CC(C)(C)C3)cc(OC)c1O (stereo not drawn)	-1	-5	-2	0	5	nt	6	-2	10	-1
COc1ccccc1S(=O)(=O)Cc1ccc(C(=O)NC2CCCCC2)o1	3	-15	2	-1	4	-1	0	-3	25	1
CCCn1c(SCC(=O)Nc2ccc(OCC)cc2)nnc1C(C)C	-2	37	0	4	-10	6	-2	10	-5	2
Continuation.
SMILES	HSP90 inh	HSF1 activator	IEC-6 tox	Platelet DG rel	KLF5 inh	GSK3 alpha inh	DYRK1A inh	HSF1 inh	aSyn 5UTR inh	GSK3beta inhib
C=CCn1nc([N+](=O)[O-])nc1Sc1cccc2cccnc12	-6	?	-1	-4	-17	-1	4	30	-8	0
O=S(=O)(c1cccc(-c2nn3c(-c4ccncc4)nnc3s2)c1)N1CCOCC1	-4	5	-3	2	16	nt	nt	-3	-15	3
CCCNS(=O)(=O)c1ccc(OCC(=O)NCc2ccco2)cc1	4	3	1	4	5	nt	1	-8	16	1
CCOc1ccc(S(=O)(=O)N(C)c2ccc(OCC(=O)Nc3ccc4[nH]c(=O)[nH]c4c3)cc2)cc1	4	nt	-3	10	-30	-8	18	nt	-10	2
Cn1c(SCc2ccc(Br)cc2)nc2ccccc2c1=O	1	24	9	-2	14	0	-1	3	6	-2
CC(/C=N/n1c(-c2cc(C)[nH]n2)n[nH]c1=S)=C\c1ccco1	2	-2	-14	1	8	3	nt	-3	-7	-6
CC(OC(=O)c1nsc(Cl)c1Cl)C(=O)NC1CCCCC1 (stereo not drawn)	-1	-9	2	8	-8	-1	0	-2	9	1
CCN(CC)C(=N)/C(C#N)=N/Nc1ccc(C)cc1	5	57*	5	-19	-101	0	3	30	-136	-2
CCc1cc(=O)[nH]c(SCC(=O)N2CCCC2)n1	nt	-10	nt	-21	nt	-3	-4	-6	-3	-1
N#CC[C@H](Cc1ccccc1)N1CCN(Cc2ccccc2)CCC1=O	-1	14	0	1	-26	-2	-3	2	2	1
CS(=O)(=O)Nc1cccc(C(=O)CC2(O)C(=O)Nc3ccc(Br)cc32)c1 (stereo not drawn)	1	21	3	11	1	-3	2	5	-2	-3
COc1cc(/C=C(\C#N)C(N)=O)ccc1OS(=O)(=O)c1ccc(C)cc1	-4	nt	9	-4	-2	nt	7	nt	-36	1
CCn1cc(C(=O)O)c(=O)c2cc(F)c(N3CCN(C(=S)Nc4ccccc4OC)CC3)cc21	-1	-13	-2	0	-16	-2	-2	-21	2	1
CC(C)(C)c1ccc(-c2nnc3sc(-c4ccccn4)nn23)cc1	40*	-60	-2	-13	-12	9	2	-53*	-56	-4
Cc1ccc(Sc2ccc(CN3CCCCC3)cc2[N+](=O)[O-])cc1	2	4	7	-3	-23	-1	1	6	14	3
CSc1oc(-c2ccco2)nc1S(=O)(=O)c1ccccc1	5	-7	-4	0	8	-3	3	5	14	2
O=c1[nH]cc(S(=O)(=O)Nc2ccc3c(c2)OCO3)c(=O)[nH]1	nt	-17	nt	-9	nt	-1	8	0	5	3
CCc1ccc(Nc2ccc(S(=O)(=O)N3CCOCC3)cc2[N+](=O)[O-])cc1	2	16	-6	-25	-34	-1	0	-2	11	-3
CCCc1nnc(SCC(=O)N2CCOCC2)n1CC1CCCO1 (stereo not drawn)	0	3	0	-1	-15	-1	-2	-3	14	0
Cn1c(CC(=O)Nc2ccc(Cl)c(Cl)c2)nnc1SCC(=O)Nc1nccs1	1	17	-2	4	-24	-2	1	-1	31	-3
Cc1ccccc1NS(=O)(=O)c1ccc(OCC(=O)NCC2CCCO2)cc1 (stereo not drawn)	-3	-8	0	3	4	1	nt	-5	14	-1
Cc1nn(CC(=O)NCCN2CCOCC2)c(=O)c2ccccc12	-4	nt	-7	nt	-13	2	-3	nt	nt	nt
O=[N+]([O-])c1ccc2nn(Cc3ccccc3)cc2c1	-2	15	3	-30	-9	3	12	-1	1	-3
CCC(C(=O)NCC1CCCO1)N(Cc1ccc(F)cc1)C(=O)CNS(=O)(=O)c1ccccc1 (stereo not drawn)	1	-2	-4	-8	-33	-1	5	3	-2	-4

High-throughput results deposited in PubChem BioAssay by several laboratories.
